TAAR1 antagonist: human TAAR1 antagonism. CHO RD-HGA16 TAAR1, Fluo-8 calcium fluorescence, antagonist. hit rate 1.5% among 360,000. inhibition, % at 3 µM. Q96RJ0;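 active means inhibition above a per-plate cutoff, the mean inhibition of test compounds on that plate plus 3 SD, cut at about 49% in these data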;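 further: 0% = DMSO plus EC80 beta-PEA response and 100% = DMSO alone without agonist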
Target sequence (Q96RJ0 whole entry, looked up): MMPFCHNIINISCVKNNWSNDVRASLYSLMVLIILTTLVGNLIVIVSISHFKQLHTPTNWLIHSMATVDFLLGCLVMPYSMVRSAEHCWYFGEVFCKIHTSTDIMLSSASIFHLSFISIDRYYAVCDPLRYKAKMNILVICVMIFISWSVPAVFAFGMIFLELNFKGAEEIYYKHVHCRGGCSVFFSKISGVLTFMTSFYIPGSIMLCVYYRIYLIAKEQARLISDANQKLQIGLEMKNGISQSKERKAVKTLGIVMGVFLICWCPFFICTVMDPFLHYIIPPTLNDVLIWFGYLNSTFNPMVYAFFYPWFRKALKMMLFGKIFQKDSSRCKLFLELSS
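Material: CHO RD-HGA16 cells bearing hTAAR1; compound dosing: one-point dosing, 3 µM nominal final; schedule: dye loading 75 min at 37 °C, then 30 min room temperature; measured by: calcium fluorescence with Fluo-8; control set: vehicle and agonist controls; replication: n of 1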
CHRM5 PAM: CHRM5 positive allosteric modulation; P08912; CHO-K1 hM5, Fluo-8 calcium, ACh EC20 PAM; 0% = ACh EC20, 100% = ACh EC100; activation, % at 3 µM; hit rate 0.3% among 360,000; AID 624038;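 active means activation above the run cutoff, the mean activation of all test compounds plus 3 SD, cut at about 18% in these data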
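Probe or stimulus: acetylcholine, EC20 level; Assay system: human M5 receptor in CHO-K1 cells; Schedule: compound preincubation 140 s before EC20 acetylcholine addition; Technique: intracellular calcium via Fluo-8 fluorescence; Dosing: single-point, 3 µM nominal; Read-out basis: percent activation from peak-over-basal fluorescence ratio, scaled EC20-to-EC100 acetylcholine; Repeats: one well per compound, no replicates.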
TAAR1 ag: human TAAR1 agonism. hit rate 0.99% among 360,000. Q96RJ0. AID 624467. activation, % at 3 µM. CHO RD-HGA16 TAAR1, Fluo-8 calcium fluorescence; vehicle wells 0%, saturating PEA agonist 100%;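 active means activation above the mean activation of all test compounds in the run plus 3 SD, cut at about 38% in these data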
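Signal – calcium-sensitive Fluo-8 signal, excitation 470-495, emission 515-575 nm · System – RD-HGA16 (CHO) cells co-expressing Gα16 and hTAAR1 · Incubation – 17-24 h seeding, 75 min 37 °C dye, 30 min RT · Compound dosing – 3 µM single concentration · Repeats – no replicates (n 1)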
CHRM5 antagonist: antagonists of human muscarinic M5 receptor (CHRM5); P08912; CHO-hM5 cells, Fluo-8 calcium fluorescence, ACh EC80; inhibition, % at 3 µM; hit rate 0.59% among 360,000;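 active means inhibition above a per-plate cutoff, the mean of that plate's test compounds plus 3 SD, cut at about 27% in these data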;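 further: 0% = acetylcholine EC80 with DMSO and 100% = DMSO without agonist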
CHO-K1 Ca PAM: nonselective activator or artifact in parental CHO-K1 calcium assay. ATP EC20, Fluo-8 calcium fluorescence; 0% at ATP EC20, 100% at ATP max. activation, % at 3 µM. hit rate 0.02% among 360,000. AID 602247;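 active means activation above the run cutoff, the mean activation of all test compounds plus 3 SD, cut at about 40% in these data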;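 further: peak over basal fluorescence ratio in a 140 s read after ATP addition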
CRFR2-BP ag: agonists of human CRF-binding protein/CRF-R2 receptor complex; activation, % at 13.2 µM; hit rate 0.46% among 350,000; AID 588473; HEK293 CRF-R2/CRF-BP, calcium dye fluorescence (FLIPR); percent of saturating CRF peptide response;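 active means activation of at least 50%, plus an integration ratio under a set limit after plate pattern correction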;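 further: plate controls were neutral control wells without compound for no effect and CRF at EC100 for full effect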
CHRM5 agonist: agonists of human muscarinic M5 receptor (CHRM5) | P08912 | CHO-K1 hM5 cells, Fluo-8 calcium fluorescence; 0% DMSO wells, 100% maximal acetylcholine response | activation, % at 3 µM | hit rate 0.19% among 360,000;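 active means activation above the run's mean over test compounds plus 3 SD, cut at about 23% in these data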;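 further: signal is peak over basal fluorescence ratio across the kinetic read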
CHRM4 PAM: CHRM4 positive allosteric modulation | CHO-K1 hM4/Gqi5, Fluo-8 calcium fluorescence, ACh EC20; 0% = ACh EC20, 100% = maximal ACh | hit rate 0.4% among 360,000 | activation, % at 3 µM | AID 624126 | P08173;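 active means activation above its plate's cutoff, the mean activation of sample wells plus 3 SD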; further: some results filed as inactive read as strong as hits
Target sequence (P08173 whole entry, looked up): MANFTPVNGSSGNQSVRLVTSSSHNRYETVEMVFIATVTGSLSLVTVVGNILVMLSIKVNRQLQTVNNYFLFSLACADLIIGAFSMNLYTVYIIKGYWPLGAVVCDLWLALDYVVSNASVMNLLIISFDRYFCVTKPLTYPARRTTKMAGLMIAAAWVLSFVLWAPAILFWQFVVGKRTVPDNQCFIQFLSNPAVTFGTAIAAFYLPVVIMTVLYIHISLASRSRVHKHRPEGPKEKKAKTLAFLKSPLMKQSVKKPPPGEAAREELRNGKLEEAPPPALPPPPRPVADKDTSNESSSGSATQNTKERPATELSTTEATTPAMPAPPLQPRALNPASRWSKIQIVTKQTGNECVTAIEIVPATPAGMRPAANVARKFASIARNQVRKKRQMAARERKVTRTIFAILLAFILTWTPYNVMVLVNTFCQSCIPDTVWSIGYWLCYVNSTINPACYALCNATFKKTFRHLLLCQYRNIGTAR
CRFBP-R2 block: antagonists of CRF-binding protein/CRF-R2 receptor complex | HEK293 CRF-R2/CRF-BP, CRF-induced calcium fluorescence | hit rate 0.59% among 350,000 | AID 588475 | inhibition, % at 11.8 µM;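 active means inhibition of the ligand-induced calcium signal above about 50% at the single tested concentration, limit read from the data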
The depositor's hits bear a star; · = not tested or not shown.

SMILES	TAAR1 antagonist	CHRM5 PAM	TAAR1 ag	CHRM5 antagonist	CHO-K1 Ca PAM	CRFR2-BP ag	CHRM5 agonist	CHRM4 PAM	CRFBP-R2 block
COC(=O)CSc1nc2sc3c(c2c(=O)n1-c1ccccc1)CCN(C)C3	3	3	7	-1	-8	5.8	-9	-1	0
Cc1c(C(=O)N2CCN(C)CC2)oc2ccc(Br)cc12	-16	2	2	3	23	-1.2	-1	2	-6
COc1ccccc1NC(=O)CCn1c(=O)sc2ccccc21	-16	-10	13	6	-5	-0.1	0	-4	-2
CCOc1ccc(NC(=O)CCN2CCN(S(=O)(=O)c3cc(Cl)ccc3OC)CC2)cc1	16	-5	27	-2	41*	2.5	0	-3	-24
Cn1c(=O)c2c(nc(NCCCN3CCOCC3)n2Cc2cccc(Cl)c2)n(C)c1=O	11	-6	3	0	8	0.0	-2	-1	-8
CC(C)(C)n1nnnc1C(c1cccs1)N(Cc1ccccc1)Cc1cccnc1 (stereo unspecified)	-12	-13	-1	2	11	-3.3	-5	11	22
O=C1COc2ccc3ccccc3c2CN1	-15	-2	1	0	4	-1.0	1	-2	-7
CCN(CC)c1ccc(NC(=O)COc2ccc(C#N)cc2)cc1S(=O)(=O)Nc1ccc(OC)cc1	-2	-8	3	15	3	-4.2	2	-1	-16
CSc1ncccc1C(=O)Nc1cc(Cl)ccc1N1CCOCC1	2	-5	0	11	-4	19	-2	-4	-9
CC12CCC(C)(O1)C1C(=O)N(c3nccs3)C(=O)C12 (stereo unspecified)	-16	6	1	-6	6	-1.7	4	4	-10
CCc1ccc(C(=O)NNC(=O)CCC2CCCCC2)cc1	15	10	-7	-2	8	-1.5	-1	-4	0
O=C(c1cnc2n(c1=O)CCS2)N1CCN(C(c2ccccc2)c2ccc(Cl)cc2)CC1 (stereo unspecified)	·	-9	·	-3	13	-2.4	-4	-2	-26
CCOC(=O)NC(=O)CSc1cc(C)c2cc(C)cc(C)c2n1	-8	-1	6	9	-11	0.5	-5	-6	-30
Cc1cc(C)n2cc(CSCc3ccccc3)nc2n1	-2	-1	-1	-4	0	-0.9	-1	-4	27
Cc1ccc(C)c(S(=O)(=O)N2CCCOC2CNC(=O)C(=O)NCCCN2CCOCC2)c1 (stereo unspecified)	0	7	1	-10	4	0.1	-1	12	5
Cc1nnc(NC(=O)CS(=O)(=O)Cc2ccccc2)s1	2	1	-1	-1	-9	0.3	-5	9	-10
Clc1ccc2c(N/N=C/c3cccc(Br)c3)ccnc2c1	19	-8	5	8	-5	-0.3	-3	3	1
N#CC1=C(N)N(c2ccccc2)C2=C(C(=O)CCC2)C1c1ccsc1 (stereo unspecified)	-13	-4	10	12	2	1.3	-1	9	-10
N#Cc1ccccc1OCC(=O)NC(=O)NCc1ccccc1	-18	2	2	-1	9	1.7	-2	-3	0
O=C(NCCCCc1ccccc1)C1CCCC1	-5	-2	4	6	-18	0.2	2	-1	7
Cc1ccccc1OCC(=O)Nc1ccc2c(c1)OCO2	-21	-1	2	2	13	-1.8	0	-3	-30
CCC(NC(=O)c1ccccc1NC(=O)c1ccco1)C(=O)NNC(=O)c1ccc(OC)cc1 (stereo unspecified)	4	5	11	2	6	3.1	-4	3	12
Cc1nc2sc(-c3ccccc3)nn2c(=O)c1Br	-16	-3	-1	4	16	0.7	-2	1	20
COc1ccccc1-c1nnc2sc(-c3cnccn3)nn12	0	0	7	12	17	-2.8	1	1	2
O=S(=O)(c1ccc(Oc2ccc(S(=O)(=O)N3CCOCC3)cc2)cc1)N1CCOCC1	5	-1	13	-3	21	5.4	1	1	21
Cc1nnc(-c2cnn(-c3ccccc3)c2N)n1Cc1ccc(F)cc1	-4	1	5	-1	10	-0.2	-1	-1	3
CCOC1=C2CN(S(=O)(=O)c3ccc(C)cc3)[C@H](c3ccccc3)C[C@@H]2N(S(=O)(=O)c2ccc(C)cc2)[C@H](c2cccs2)C1	-12	0	1	3	18	·	1	-9	·
NC(=O)c1ccccc1NC(=O)COC(=O)CSCc1cccc(Cl)c1	27	5	9	-3	-1	-1.7	2	-1	29
CCOC(=O)c1c(NC(=O)CSC2=NN3CCCC(=O)N=C3S2)sc2c1CCCCC2	-26	-3	2	3	6	-1.2	-1	-1	-2
C=CCNC(=O)c1cc(-c2ccc(Br)cc2)on1	-13	0	8	-7	15	1.1	-3	17	7
CCC(=O)Nc1nnc(SCC(=O)Nc2cccc(Cl)c2)s1	-3	-3	5	0	5	0.2	2	1	-1
CC1CCN(C(=O)c2ccccc2NC(=O)Cc2ccccc2)CC1	4	-7	0	14	17	2.7	-3	0	12
Cn1c(SCC(=O)Nc2sccc2C(N)=O)nc2ccccc2c1=O	-8	-15	11	-4	-6	-0.6	9	-2	1
CCc1cccc(NC(=O)Cn2c(=O)c3cccn3c3ccccc32)c1	-3	5	1	-7	11	-2.0	-2	9	-1
Cc1ccccc1-c1cc(=O)c2c(O)cccc2o1	12	4	16	-3	3	-6.0	-3	7	15
COc1ccc(CCNC(=O)C(CC(C)C)NC(N)=O)cc1 (stereo unspecified)	0	0	9	15	8	-1.5	2	-3	-7

Exported in markdown: 6 of the compounds above
| Structure | TAAR1 antagonist | CHRM5 PAM | TAAR1 ag | CHRM5 antagonist | CHO-K1 Ca PAM | CRFR2-BP ag | CHRM5 agonist | CHRM4 PAM | CRFBP-R2 block |
| --- | --- | --- | --- | --- | --- | --- | --- | --- | --- |
| Cc1nnc(-c2cnn(-c3ccccc3)c2N)n1Cc1ccc(F)cc1 | -4 | 1 | 5 | -1 | 10 | -0.2 | -1 | -1 | 3 |
| Cn1c(SCC(=O)Nc2sccc2C(N)=O)nc2ccccc2c1=O | -8 | -15 | 11 | -4 | -6 | -0.6 | 9 | -2 | 1 |
| Cc1ccccc1-c1cc(=O)c2c(O)cccc2o1 | 12 | 4 | 16 | -3 | 3 | -6.0 | -3 | 7 | 15 |
| NC(=O)c1ccccc1NC(=O)COC(=O)CSCc1cccc(Cl)c1 | 27 | 5 | 9 | -3 | -1 | -1.7 | 2 | -1 | 29 |
| CCc1cccc(NC(=O)Cn2c(=O)c3cccn3c3ccccc32)c1 | -3 | 5 | 1 | -7 | 11 | -2.0 | -2 | 9 | -1 |
| CCOC1=C2CN(S(=O)(=O)c3ccc(C)cc3)[C@H](c3ccccc3)C[C@@H]2N(S(=O)(=O)c2ccc(C)cc2)[C@H](c2cccs2)C1 | -12 | 0 | 1 | 3 | 18 | · | 1 | -9 | · |

The list continues.
SMILES	TAAR1 antagonist	CHRM5 PAM	TAAR1 ag	CHRM5 antagonist	CHO-K1 Ca PAM	CRFR2-BP ag	CHRM5 agonist	CHRM4 PAM	CRFBP-R2 block
COC(=O)CSC1=C(C#N)C(c2ccc(F)cc2)CC(=O)N1 (stereo unspecified)	6	-1	2	2	15	1.4	0	2	-4
COc1ccc2oc(C(=O)Nc3nnc(C)s3)c(C)c2c1	-14	-5	2	11	-5	0.1	2	-2	-44
Cc1cc(C)c(C(=O)Nc2ccc3c(c2)OCCO3)c(C)c1	-9	0	-1	3	25	0.0	-2	8	-6
CCN1CCN(CC#CCOc2ccccc2OC)CC1	-6	2	0	6	-9	-3.0	-4	-1	8
O=C(NCCCN1CCCC1)c1[nH]c(C(F)(F)F)nc1-c1ccccc1	-18	3	8	-3	2	·	3	7	·
CCCCC(CCC(=O)Nc1ccc(C(=O)OC)cc1)C(=O)O (stereo unspecified)	-15	0	8	3	12	0.4	-1	-3	11
Cc1ccc(NC(=O)C(C)N2CCN(C)CC2)cc1S(=O)(=O)N1CCOCC1 (stereo unspecified)	12	0	-1	7	-8	1.2	1	3	5
CCOC(=O)C1CCN(Cc2nnc(-c3ccccc3C)o2)CC1	-21	3	2	0	16	0.8	-1	-3	10
NS(=O)(=O)c1cccc(NC(=O)COC(=O)c2cc(-c3ccc(Cl)cc3)nc3ccccc23)c1	34	-5	7	13	12	2.3	1	-2	-4
O=S(=O)(Nc1ccc(-n2cnnn2)cc1)c1ccc(Cl)s1	2	-2	3	6	12	-0.1	3	7	13
COc1ccc2c(c1)N(C[C@H](C)CN(C)C)c1ccccc1S2	2	-19	13	60*	0	6.5	0	-17	-32
Cn1cc(SCC(=O)Nc2nc3ccccc3s2)c2ccccc21	27	-16	0	3	4	-0.2	-4	-6	-3
CCc1ccc(NC(=O)CCCN2C(=O)C3CC=CCC3C2=O)cc1 (stereo unspecified)	-37	-8	0	29*	-3	0.9	-8	4	-1
N=c1ncn(CC(O)CO)c2nc(N3CCOCC3)[nH]c12 (stereo unspecified)	0	2	9	-4	12	1.2	-1	7	-17
CCN(CC)CCCNC(=O)c1cn(CC(C)C)c(=O)c2c1c1ccccc1n2C	-5	5	3	2	-4	1.0	-4	-1	0
COc1ccc(Br)cc1/C=N/NC(=O)c1nc(-c2ccccc2)n2c1CCCCC2	15	0	3	1	16	0.6	-2	6	15
COc1ccc(C(=O)Nc2cnc3sc(C)nn3c2=O)cc1	-13	-1	4	4	12	0.6	0	0	16
O=C(NCC(c1cccnc1)N1CCN(c2ccccc2)CC1)c1ccc2c(c1)OCO2 (stereo unspecified)	-4	-1	-2	-4	10	-0.7	0	1	1
O=C(C1=COCCO1)N(Cc1nnc(-c2ccc(Cl)cc2)o1)C1CC1	-18	-7	2	10	-14	-0.1	1	-8	0
CC(=O)c1cccc(N(CC(=O)Nc2ccccc2F)S(C)(=O)=O)c1	10	-5	4	-8	-9	7.4	-4	5	2
Cc1ccc(C)c(NC(=S)NCCN2CCOCC2)c1	2	1	4	2	3	-1.0	-6	2	7
